# Assay outcomes: PubChem BioAssay, National Center for Advancing Translational Sciences (NCATS)
# HP1b chromo inh: HTS for Inhibitors of HP1-beta Chromodomain Interactions with Methylated Histone Tails. AlphaScreen HP1-beta / biotin-H3K9me3 peptide binding. Potency, µM (highest dose often 114 µM), for the others: at the highest dose activity change, negative = inhibition, usual class: inhibitors. hit rate 0.56% among 390,000. AID 540317, 2011; also: nearly all actives have a fitted effect of over 70% in size; inactives centre near 23
# Target sequence (P83916 whole entry, looked up): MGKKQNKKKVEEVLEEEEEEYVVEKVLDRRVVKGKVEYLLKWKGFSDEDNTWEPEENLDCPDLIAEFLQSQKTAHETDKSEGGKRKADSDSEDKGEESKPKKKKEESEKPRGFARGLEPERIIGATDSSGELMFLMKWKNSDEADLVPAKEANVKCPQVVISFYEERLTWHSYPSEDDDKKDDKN
#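 HP1-beta protein (50 nM final) preincubated 30 min at room temperature with biotinylated H3(1-18)K9me3 peptide (50 nM) in PBS pH 7.4, 0.01% Tween-20, then compound added for 30 min. AlphaScreen streptavidin donor/nickel chelate acceptor beads (10 ug/mL final), 30 min dark, luminescence read.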
# JMJD2A Tudor: qHTS Assay for Inhibitors of JMJD2A-Tudor Domain; Lysine-specific demethylase 4A (Homo sapiens), O75164; AID 504339, 2011; hit rate 4.4% among 390,000; AlphaScreen JMJD2A-Tudor / H3K4me3 peptide binding; Potency, µM (titrated, usually from 114 µM), inactives show top-dose activity change, negative = inhibition, actives largely listed as inhibitors; also: % is scaled to controls: 0 for no effect and ±100 for the full control effect; nearly all actives have a fitted effect of over 50% in size
# RGS4 inhibitor: Inhibitors of Regulator of G Protein Signaling (RGS) 4: qHTS; Regulator of G-protein signaling 4 (Homo sapiens), P49798; Transcreener GDP fluorescence polarization, RGS4-accelerated GTP hydrolysis; Potency, µM (highest dose often 114 µM), for inactives: top-dose activity change, negative = inhibition, actives largely listed as inhibitors; hit rate 0.039% among 390,000; AID 504845, 2011; also: % is scaled to controls: 0 for no effect and ±100 for the full control effect; nearly all actives have a fitted effect of over 75% in size; some results filed as inactive show a strong effect at the top dose
# Target sequence (P49798 whole entry, looked up): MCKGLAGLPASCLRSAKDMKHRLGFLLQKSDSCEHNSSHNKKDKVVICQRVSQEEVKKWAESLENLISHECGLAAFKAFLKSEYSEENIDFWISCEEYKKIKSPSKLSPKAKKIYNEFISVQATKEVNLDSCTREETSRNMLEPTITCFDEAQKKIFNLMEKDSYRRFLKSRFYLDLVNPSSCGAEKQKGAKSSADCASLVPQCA
#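 MLSMR compounds (23 nl, pin-transferred) preincubated 10 min at room temperature with a 500nM (2x) first reagent, then RGS4 at 900nM (2x) plus Transcreener GDP mix added; fluorescence polarization (620/688 nm) read before and after 90 min at 30 °C.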
# 12-LOX inh: Primary qHTS assay for inhibitors of human arachidonate 12S-lipoxygenase (ALOX12): Round 2. AID 1671190, 2021. Potency, µM (top dose mostly 108 µM), without a hit: at the top dose activity change, negative = inhibition, most hits filed as inhibitors. hit rate 1.1% among 580,000. purified 12hLO, xylenol orange hydroperoxide absorbance; also: % is scaled to controls: 0 for no effect and ±100 for the full control effect
#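 Purified human 12hLO (150 nM final) in 25 mM Hepes, 0.01% Triton X-100, pH 7.0 was preincubated 15 min at room temperature with compound. Then 40 uM arachidonic acid was added, 30 min. Hydroperoxide was read by Fe-XO absorbance ratio 573/405 nm.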
# ERG Ets-DNA blk: qHTS for Small Molecule Inhibitors of the ERG Ets/DNA interaction; Transcriptional regulator ERG (Homo sapiens), P11308; fluorescence polarization, His-ERG Ets domain / labelled DNA; Potency, µM (doses to about 76.9 µM), inactives show at the top dose FP activity, negative = inhibition, usual class: inhibitors; hit rate 0.028% among 370,000; active = well fitted inhibition curve with a large enough effect in the polarisation, with a control signal flat; inconclusive = small, poorly fitted or top-dose-only effect, or effect the other way, or a change in a side signal; inactive = no such curve, though single readings can be large or run the other way; the % refers to the polarisation;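 also: polarization taken with two DNA probes labelled with fluorescein and Texas red; % of control where 0% means no effect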
#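 His-tagged ERG Ets domain (1 uM in the protein solution; 300mM KCl, 50mM Tris-HCl, 1mM EDTA, 1mM DTT, pH 7.5) received compound, then a probe mix of 5 nM fluorescein-DNA and 100nM Texas-615-DNA. Fluorescence polarization was read for both dyes.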
# Tb PGK inh: qHTS Assay to Find Inhibitors of Phosphoglycerate Kinase. PGK/GAPDH coupled, Kinase-Glo luminescence, 60 min. Potency, µM (top dose mostly 57.5 µM), inactives show at the highest dose activity change, negative = inhibition, hits mostly inhibitors. hit rate 0.043% among 380,000; also: % is scaled to controls: 0 for no effect and ±100 for the full control effect; nearly all actives have a fitted effect of over 60% in size
# Target sequence (P07378 whole entry, looked up): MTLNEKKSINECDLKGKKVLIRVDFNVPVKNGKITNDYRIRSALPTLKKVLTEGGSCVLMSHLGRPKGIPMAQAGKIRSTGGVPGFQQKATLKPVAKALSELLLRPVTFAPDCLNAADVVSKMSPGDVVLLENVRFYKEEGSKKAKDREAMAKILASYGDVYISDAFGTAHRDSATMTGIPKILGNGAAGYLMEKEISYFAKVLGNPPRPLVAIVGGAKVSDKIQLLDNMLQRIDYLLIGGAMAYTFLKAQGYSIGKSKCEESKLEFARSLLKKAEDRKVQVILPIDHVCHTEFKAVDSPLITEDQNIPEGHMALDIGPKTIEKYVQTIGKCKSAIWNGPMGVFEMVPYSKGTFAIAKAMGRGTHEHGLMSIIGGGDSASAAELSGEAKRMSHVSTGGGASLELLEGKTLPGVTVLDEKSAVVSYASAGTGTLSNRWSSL
#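 Luminescent ATP detection (Kinase-Glo Plus) follows a 60-minute room-temperature incubation, with wells lacking PGK as controls. Buffer: 100 mM TEA (pH 7.6), 5 mM MgCl2, 0.01% Tween-20. Coupling enzyme GAPDH (100 nM final) supplies unstable 1,3-BPG in-well.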
# GLS inh: qHTS for Inhibitors of Glutaminase (GLS). hit rate 0.21% among 410,000. GLS enzymatic activity, qHTS titration. Glutaminase kidney isoform, mitochondrial (Homo sapiens), O94925. AID 624170, 2012. Potency, µM (series often up to 45.5 µM), for the others: at the top dose activity change, negative = inhibition, usual class: inhibitors; also: % is scaled to controls: 0 for no effect and ±100 for the full control effect
#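 Assay buffer: 45 mM KH2PO4 pH 8.2, 0.02% Tween-20. hKGA acts on L-glutamine (1 mM solution added); product glutamate is reported by an oxidase/peroxidase Amplex Red coupling, with fluorescence taken at baseline and 30 min.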
# Pin1 inh: qHTS Assay to Find Inhibitors of Pin1; Peptidyl-prolyl cis-trans isomerase NIMA-interacting 1 (Homo sapiens), Q13526; Pin1 FP peptide displacement, HiFluor488, 10 min; Potency, µM (doses to about 115 µM), for the others: at the top dose activity, negative = inhibition, hits mostly inhibitors; hit rate 0.009% among 390,000; active = well fitted inhibition curve with a large enough effect in the polarisation, with a control signal flat, not every such curve was filed as active; inconclusive = small, poorly fitted or top-dose-only effect, or effect the other way, or a change in a side signal; inactive = no such curve, though single readings can be large or run the other way; the % refers to the polarisation; also: % is scaled to controls: 0 for no effect and ±100 for the full control effect
# Target sequence (Q13526 whole entry, looked up): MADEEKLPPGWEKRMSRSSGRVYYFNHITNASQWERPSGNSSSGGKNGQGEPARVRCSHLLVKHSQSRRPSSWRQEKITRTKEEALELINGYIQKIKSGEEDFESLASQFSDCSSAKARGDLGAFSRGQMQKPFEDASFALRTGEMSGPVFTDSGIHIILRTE
# TrxR1 inh: qHTS Assay for Inhibitors of Mammalian Selenoprotein Thioredoxin Reductase 1 (TrxR1): qHTS | hit rate 1% among 390,000 | AID 588453, 2011 | Potency, µM (titrated, usually from 114 µM), for inactives: top-dose activity change, negative = inhibition, usual class: inhibitors | recombinant rTrxR1, NADPH fluorescence consumption, selenite substrate; also: % is scaled to controls: 0 for no effect and ±100 for the full control effect; nearly all actives have a fitted effect of over 65% in size
#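 Rat TrxR1 (90 nM in the dispensed reagent) was pre-reduced with 400 uM NADPH for 5 min at room temperature, then incubated with compound for 15 min. After 400 uM selenite was added, NADPH fluorescence (Ex 340/Em 450 nm) was followed for 8 min.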
# Numbers without * were called inactive; i = inactive; ? = inconclusive; . = no result given; [ ] = remark or other dose. Unless noted, calls follow the shape of the dose curve; as a rule, active = well fitted curve in the direction sought with a large enough effect; inconclusive = small, poorly fitted or top-dose-only effect, or another doubt; inactive = no such curve, though single readings can be large; an effect the other way counts as inactive or inconclusive. Potency is read from the fitted curve at half-maximal effect. A portion of the library; count on the stated rates, not on these rows.
SMILES,HP1b chromo inh,JMJD2A Tudor,RGS4 inhibitor,12-LOX inh,ERG Ets-DNA blk,Tb PGK inh,GLS inh,Pin1 inh,TrxR1 inh
O=C(CN1C(=O)/C(=C/c2ccccc2F)SC1=S)NC1C=CS(=O)(=O)C1 (centres undefined),50%[activator],-11%,-6%,-29%,58%[activator],-3%,-4%,?,10%
NS(=O)(=O)c1cccc(NC(=O)CSc2nc3ccccc3c(=O)n2CC2CCCO2)c1 (centres undefined),11%,1%,-2%,-6%,-2%,-2%,4%,-14%,21%[57.1 µM]
O=C1CCC([N+](=O)[O-])C(C2CC=CCC2)N1 (centres undefined),26%,-2%,7%,0%,3%,0%,-1%,4%,24%[57.1 µM]
O=C(NCc1ccccn1)[C@]1(C(F)(F)F)C[C@H](CCc2ccccc2)CCCO1,22%,40µM*,1%,.,.,.,.,-1%,7%
CCOc1ccc(C(=O)N2CCN=C2SC)cc1OCC,42%[activator],-9%,3%,?,-2%,14%,11%,-1%,14%
CC(C)c1ccc(N(C(=O)C(F)(F)F)C(C(=O)NC2CCCCC2)c2ccncc2)cc1 (centres undefined),23%,0%,-31%,-3%,.,i,-3%,-1%,8%
CCOC(=O)c1c(C)[nH]c(C)c1S(=O)(=O)NCC(=O)NCc1cccc(Br)c1,14%,-18%,-6%,-7%,0%,-3%,-25%,-10%,15%[57.1 µM]
COc1cccc(C(=O)NNC(=O)Cc2csc(N)n2)c1,33%,-1%,-12%,1%,6%,-5%,-7%,3%,22%[57.1 µM]
N#CCN(C(=O)COC(=O)CCCNC(=O)c1ccc(Cl)cc1)c1ccccc1,29%,-11%,-21%,176%[activator],2%,i,-3%,-3%,-11%
N#Cc1cc(C#N)c(N2CCN(c3cccc(Cl)n3)CC2)nc1N,37%,-15%,-26%,-15%,-2%,-6%,1%,?,6%
CC(Oc1ccc(F)cc1)C(=O)Nc1cc(Cl)ccc1-n1cncn1 (centres undefined),4%,-18%,18%,-13%,5%,-3%,0%,?,-10%
CCOc1ccccc1Nc1cc(-c2ccccc2)nc(C)n1,107%[activator],63%[activator],-11%,-1%,0%,1%,5%,1%,32%
CC(C)c1ccc(/C=N/NC(=O)c2nnn(-c3nonc3N)c2CN(C)C2CCCCC2)cc1,21%,-30%,-31%[56.9 µM],-1%,-2%,i,-15%,-2%,-1%
CN(C)/C=C/C(=O)c1ccc2noc(-c3cccc(F)c3)c2c1,-1%,?,?,?,1%,.,0%,?,-4%
CC1(C)Cc2c(sc3nc4n(-c5ccccc5)c(=O)c(CCC(=O)O)nn4c(=O)c23)CO1,12%,-27%,-16%,12%,0%,i,0%,2%,-1%
COc1cc(/C=C/C(=O)OCC(=O)Nc2cc(C)c(C)cc2[N+](=O)[O-])ccc1O,41%,-10%,3%,3%,-8%,4%,6%,8%,10%
O=C(c1cccnc1Cl)N(Cc1ccccc1)Cc1ccccc1,55%[activator],-6%,-14%,-2%,-12%,-1%,-5%,-3%,18%[57.1 µM]
CC(C)C1Cc2c(sc3[nH]c(=S)n(Cc4ccccc4)c(=O)c23)CO1 (centres undefined),47%,-30%,-15%,?,-5%,-1%,-2%,4%,-30%
COc1ccc(/C=N/N=C2/NC(=O)C(CC(=O)O)S2)cc1OS(=O)(=O)c1ccccc1 (centres undefined),34%,-5%,-29%,0%,-7%,-20%,4%,1%,-21%
Cc1ccc(OCC(=O)NNC(=S)NC(=O)C2CCCCC2)c(C)c1,13%,-35%,-39%,.,-2%,i,-7%,-3%,-20%
O=C(Nc1cccc(S(=O)(=O)NC2=NCCCCC2)c1)C1COc2ccccc2O1 (centres undefined),-16%,?,-25%,-7%,-2%,-19%,-16%,2%,6%
Cc1noc(C)c1C(=O)N1CCN(Cc2ccc3c(c2)OCO3)CC1,9%,-9%,7%,17%,-6%,-8%,3%,2%,23%[57.1 µM]
CCOc1ccc(C2N(c3ccc(OC)cc3)C(=O)C3CCCN32)cc1OC (centres undefined),31%,-6%,-4%,491%[activator],-4%,-8%,0%,-2%,25%
Cc1cc(Nc2ccccc2)n2nc(C)c(-c3ccccc3)c2n1,169%[activator],27%,16%,147%[activator],2%,-3%,2%,11%,32%
Cc1cc(S(=O)(=O)N2CCN(c3ccc(F)cc3)CC2)ccc1-n1cnnn1,?,?,-8%,-63%,-14%,-2%,-2%,0%,3%[57.1 µM]
CC(=O)Nc1ccc(S(=O)(=O)NNC(=O)c2sc(=S)n(C)c2C)cc1,13%,0.71µM*,-30%,-8%,0%,-12%,-6%,-3%,-11%
COc1ccc(/C=C(\C#N)C(=O)OCC(=O)NCc2ccccc2)cc1,18%,-6%,2%,-21%,-14%,-6%,4%,25%,9%
CC(=O)/C=C\c1ccc(OC(=O)c2cccnc2)cc1,40%[activator],2%,-3%,6%,2%,6%,-1%,-1%,4%
Cc1ccc(-c2nn(-c3ccccc3)cc2/C=N/NC(=O)c2ccc(Br)o2)cc1,7%,-19%,-8%,4%,-7%,-2%,4%,4%,1%[57.1 µM]
Cc1cc(/C=C2/C(=N)N3C(c4ccccc4)=CSC3=NC2=O)c(C)n1-c1ccc(Cl)cc1,13%,-10%,19%,22%,-7%,5%,-21%,2%,21%
CC(C)(Nc1ccccc1)C(=O)c1ccccc1,55%[activator],15%,-33%,-2%,-8%,i,3%,1%,-12%
N=C(N)SCc1cn2ccccc2n1,34%,-28%,-1%,-1%,-4%,i,-7%,-2%,1%
Cc1cc(C)cc(OCC(=O)N2CCCCCC2)c1,10%,-14%,-15%,2%,4%,-9%,1%,-3%,7%
Cc1cccc2c(N)c3c(nc12)CCCC3 (tested in a mixture with another compound),46%[activator],-17%,11%,4%,16%,-5%,-4%,-3%,20%
C/C(=C\c1ccc2c(c1)OCO2)C(=O)c1c(C)cc(C)[nH]c1=O,29%,-10%,-2%,-4%,7%,i,-3%,-5%,-17%
Cc1ccc(NC(=O)c2c(Cl)n(C)c3ccccc23)cc1,30%,3%,16%,-17%,12%,2%,7%,4%,-19%
Cc1c2cnn(CC(=O)Nc3cccc(C(F)(F)F)c3)c(=O)c2c(C)n1Cc1ccccc1Cl,29%,-23%,12%,2%,-1%,i,12%,18%,11%
COc1ccc(OC)c(C(=O)CC2OC(=O)c3ccccc32)c1 (centres undefined),68%[activator],-11%[57.1 µM],-22%[56.9 µM],-34%,-13%,i,2%,4%,9%
CCc1ccccc1NC(=O)Cn1c(=O)n(-c2cccc(C)c2)c(=O)c2c1c1cc(OC)ccc1n2C,33%,8%,-14%,0%,-3%,3%,0%,2%,17%
CC(C)c1ccc(C(=O)Nc2ccc(CN3CCOCC3)cc2)cc1,36%,-17%,25%,-5%,7%,i,7%,-4%,20%
COc1ccc(-c2nc3ccccc3nc2-c2ccc(OC)c(OC)c2)cc1OC,114%[activator],40%[activator],-4%,?,-2%,-8%,3%,-3%,15%
Cc1c(NC(=S)NNC(=O)CCC(=O)O)c(=O)n(-c2ccccc2)n1C,50%[activator],-12%,-4%[56.9 µM],0%,17%,6%,34%,5%,18%[57.1 µM]
CCOc1ccccc1N1CC(C(=O)Nc2ccccc2N2CCCC2)CC1=O (centres undefined),19%,-22%,-17%,-3%,55%[activator],-2%,17%,-4%,37%[57.1 µM]
CC(=C1C2C=CC1C1C(=O)NC(=O)C21)c1ccccc1 (centres undefined),28%,2%,-14%,-29%,2%,-6%,-3%,-1%,5%[57.1 µM]
Cc1ccccc1NS(=O)(=O)c1ccc(Cl)cc1,16%,7%,21%,5%,-5%,-7%,1%,-7%,-1%[57.1 µM]
CN(Cc1ccccc1)C(=S)Nc1cccnc1,6%,56µM*,-13%,17%,0%,2%,-8%,-7%,16%[57.1 µM]
COCc1nnc(NS(=O)(=O)c2c(C)cc(C)cc2C)s1,34%[activator],23%,-29%,0%,3%,-15%,-7%,-9%,0%
COc1ccc(-c2cc(C(=O)Nc3sc4c(c3C(N)=O)CCCC4)no2)cc1,40%[activator],-11%,-1%,?,3%,10%,-5%,6%,-10%

# An excerpt from above in order of the JMJD2A Tudor value, ascending:
SMILES,HP1b chromo inh,JMJD2A Tudor,RGS4 inhibitor,12-LOX inh,ERG Ets-DNA blk,Tb PGK inh,GLS inh,Pin1 inh,TrxR1 inh
Cc1c2cnn(CC(=O)Nc3cccc(C(F)(F)F)c3)c(=O)c2c(C)n1Cc1ccccc1Cl,29%,-23%,12%,2%,-1%,i,12%,18%,11%
CC(C)c1ccc(C(=O)Nc2ccc(CN3CCOCC3)cc2)cc1,36%,-17%,25%,-5%,7%,i,7%,-4%,20%
CCc1ccccc1NC(=O)Cn1c(=O)n(-c2cccc(C)c2)c(=O)c2c1c1cc(OC)ccc1n2C,33%,8%,-14%,0%,-3%,3%,0%,2%,17%
